INS promoter inh: TRM-6 insulin promoter activity inhibition. TRM-6 cells (human fetal islet line), insulin promoter-eGFP reporter, imaging; reporter expression induced with tamoxifen. inhibition, % at 2 µM. 0.9% of 130,000 active;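 active means inhibition above the mean plus 3 SD, with well images judged a real hit on visual review, cut at about 60% in these data, passing the limit was not always enough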
sdo1 growth: restores growth of sdo1-depleted yeast | 0.21% of 140,000 active | z-score at 10 µM | AID 817 | S. cerevisiae sdo1-depleted JHY4D growth rescue, OD600 30 h; hits give high values; pdr5 snq2 efflux-pump mutant strain;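 active means z-score above 3 at both the 24 hr and the 30 hr optical density reads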;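 further: z-score against mean and SD of all compound wells on the same plate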
sdo1 growth Rescue 24 h: further read-out of sdo1 growth, marked with its call; z-score; S. cerevisiae sdo1-depleted JHY4D growth rescue, OD600; measured here: growth rescue at 24 h;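 0 is the plate mean of compound wells and units are plate SD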
The depositor's hits bear a star; i = inactive; . = not tested or not shown. Some of the compounds tested; rates above refer to the full screens.

SMILES | INS promoter inh | sdo1 growth | sdo1 growth Rescue 24 h
COc1ccccc1NC(=O)Cc1noc(CSc2nnc(C)n2C)n1 | 0.0 | . | .
CC1CC2(CCCC2)N(C(=O)c2ccccc2)Cc2ccccc21 (stereo not given) | 10.0 | -0.73 | -1.12
Cc1nnc(SCC(=O)NNC(=O)C(C)C)[nH]c1=O | 36.7 | 0.22 | 0.66
O=C(Nc1ccc(N2CCN(C(=O)c3ccccc3)CC2)c(Cl)c1)c1ccc(Br)o1 | 29.0 | -0.88 | -0.43
CC(c1ccco1)N(C(=O)C12CC3(C)CC(C)(CC(C)(C3)C1)C2)c1ccccn1 (stereo not given) | 53.9 | -0.51 | 0.28
Cc1sc2ncnc(Sc3ccccc3C(=O)Nc3ccc(C#N)cc3)c2c1C | 46.9 | -1.12 | -1.42
COc1ccccc1NS(=O)(=O)c1cc(NC(=O)Nc2ccccc2)ccc1N1CCCCC1 | 36.1 | 0.4 | 0.68
O=C(NCCO)c1cc2ccccc2cc1O | -7.7 | 0.13 | -0.89
Cc1cc2cc3c(cc2nc1SCC(=O)Nc1ccccc1)CCC3 | -7.3 | -0.28 | 1.09
O=C(Nc1ccccc1C(=O)N1CCOCC1)c1ccc(F)cc1 | 4.2 | 0.32 | 0.34
CCOc1cc(-c2nc(-c3ccncc3)no2)cc(OCC)c1OCC | -22.2 | -1.13 | -0.56
COc1ccc(-c2cc3nnc(-c4ccccc4)nc3s2)cc1 | 13.2 | -1.34 | 0.09
Cc1ccc(/C(O)=C2/C(=O)C(=O)N(CCN3CCOCC3)C2c2ccccn2)cc1 (stereo not given) | i | -0.52 | -0.92
Cc1cc(F)ccc1NCc1ccc([N+](=O)[O-])cc1 | -53.5 | . | .
Nn1c(CN2CCCCC2)nc2ccccc2c1=O | 27.3 | 0.66 | 0.77
COC(=O)c1c(N2C(=O)CC(Sc3ccccc3C(=O)O)C2=O)sc2c1CCCC2 (stereo not given) | 33.3 | . | .
COc1cccc(-c2nc(CS(=O)CC(=O)O)c(C)o2)c1 (stereo not given) | . | 0.62 | 0.94
CCOC(=O)N1CCN(C2CC(=O)N(c3ccc(Cl)c(Cl)c3)C2=O)CC1 (stereo not given) | 34.5 | -1.53 | -1.5
CCCNC(=O)N1CCN(c2nc(C(C)C)c3c(c2C#N)CC(C)(C)OC3)CC1 | . | -0.83 | -1.23
CC(C)c1ccc(N(CC(=O)NCCSC(C)(C)C)S(C)(=O)=O)cc1 | 16.7 | -0.02 | -0.64
COC(=O)c1ccc(NC(=O)C(=O)N2CCN(C(=S)Nc3ccc(OC)cc3)CC2)cc1 | -13.8 | 0.41 | 0.05
O=C(/C=C/c1c(Cl)cccc1Cl)NCc1ccccc1 | -10.3 | -0.07 | 1.02
O=C(NCCc1ccccc1)c1ccc(NCC2CCCO2)c([N+](=O)[O-])c1 (stereo not given) | 57.1 | . | .
Fc1ccc(NC(=S)NCCN2CCOCC2)cc1 | 40.7 | . | .
Cc1cccc(-n2ncc3c(NCc4ccco4)ncnc32)c1 | -109.4 | -1.67 | -1.6

3 structures out of the list, ordered by molar mass, rising:
SMILES | INS promoter inh | sdo1 growth | sdo1 growth Rescue 24 h
O=C(/C=C/c1c(Cl)cccc1Cl)NCc1ccccc1 | -10.3 | -0.07 | 1.02
COC(=O)c1c(N2C(=O)CC(Sc3ccccc3C(=O)O)C2=O)sc2c1CCCC2 (stereo not given) | 33.3 | . | .
COC(=O)c1ccc(NC(=O)C(=O)N2CCN(C(=S)Nc3ccc(OC)cc3)CC2)cc1 | -13.8 | 0.41 | 0.05

(further entries)
SMILES | INS promoter inh | sdo1 growth | sdo1 growth Rescue 24 h
O=C(Cc1ccccc1)NCCn1ccc2ccccc21 | -30.0 | -0.35 | -0.52
CCn1c(COc2cccc(C)c2)nc2ccccc21 | 56.2 | -1.34 | -0.38
COc1ccccc1Nc1ccc(Nc2ccccc2OC)nn1 | 41.2 | 0.54 | 0.02
COC(=O)c1ccc(COn2nnc3ccccc32)cc1 | -64.3 | . | .
CCc1ccc(C2(O)CC(C(F)(F)F)=NN2C(=O)Cc2ccc([N+](=O)[O-])cc2)cc1 (stereo not given) | -55.3 | -0.99 | -1.66
CC(C)C(=O)Nc1ccc(-c2csc(-c3ccccc3)n2)cc1 | 12.9 | -0.75 | -0.99
CNC(=O)Nc1nnc(C(C)(C)C)s1 | -27.8 | 0.77 | -0.15
CCC1Oc2ccc(C)cc2N(CC(=O)N(Cc2cccnc2)Cc2ccc(C)o2)C1=O (stereo not given) | -6.9 | -0.61 | -0.86
COc1ccc(NC2=NC(=S)N(c3ccccc3C)C23CCCCC3)cc1 | 3.6 | -0.68 | -0.35
O=C(N/N=C/c1cccs1)c1n[nH]c2c1CCC2 | . | 0.72 | 1.1
COc1ccc(C(=O)NCC(=O)O)cc1 | 24.3 | 1.05 | 0.38
O=C(c1cccc2cccc(O)c12)N1CCCCC1 | . | 1.38 | 0.93
COc1ccc(C2N=C(c3ccccc3)C(C)(C)N2O)cc1OC (stereo not given) | 17.9 | 1.67 | 2.52
CC1(C)CC(=O)C=C(NCCN2CCNCC2)C1 | -58.3 | 0.15 | 0.04
COc1ccc(C(C(=O)NC2CCCC2)N(C(=O)c2ccco2)c2ccc3c(c2)OCO3)cc1OC (stereo not given) | -9.7 | 0.97 | -0.08
O=C(CSc1nnc(-c2ccco2)n1CC1CCCO1)c1ccc(F)cc1 (stereo not given) | . | 0.71 | 0.21
COc1ccc(NC(=O)CSc2nnc(-c3cccnc3)n2Cc2ccco2)c(OC)c1 | 18.5 | -1.11 | -1.31
O=Cc1cn(-c2ccccc2)nc1-c1cc2cc(O)ccc2oc1=O | 23.6 | -2.02 | -1.23
Cc1ccc(Cl)cc1NC(=O)COC(=O)C1CCCC1 | . | 1.82 | 1.6
Cc1cccc(NC(=O)Cc2noc3ccccc23)c1C | 0.0 | 0.44 | -0.28
O=C(NNc1nc2cc3c(cc2s1)OCO3)c1ccc(F)cc1 | 0.0 | 0.01 | -0.78
CCOC(=O)c1cn(-c2ccccc2)nc1-c1ccncc1 | . | -2.21 | -1.19
COc1cc(C(=O)OCC(=O)NCc2ccc(F)cc2)cc(NC(=O)c2cccs2)c1OC | -56.7 | -1.07 | -0.91
COC(=O)NNC(=S)Nc1cc(OC)ccc1OC | 42.9 | 0.93 | 0.62
COCCCNC(=S)N1CCN(C(=O)C(=O)Nc2ccc(C(=O)OC)cc2)CC1 | 0.0 | 0.26 | -0.48
Continuation:
SMILES | INS promoter inh | sdo1 growth | sdo1 growth Rescue 24 h
CC1CC(C)CN(C(=O)c2ccc3c(c2NCCO)C(=O)c2ccccc2C3=O)C1 (stereo not given) | 38.7 | -1.06 | -0.72
C=CCOC(=O)C1=C(C)NC(=O)NC1/C=C/c1ccccc1OC (stereo not given) | 23.1 | 1.15 | 0.1
O=c1cc(O)nc(SC23CC4CC(CC(C4)C2)C3)[nH]1 | . | 0.3 | 0.04
COc1ccc(NC(=O)c2ccccc2CC[N+](=O)[O-])cc1 | -6.7 | . | .
Cc1cc(NC(=O)COc2ccc(N(C)S(=O)(=O)c3ccccc3)cc2)no1 | 78.6* | -0.65 | -0.72
Clc1cccc(Nc2nc(-c3ccncc3)cs2)c1 | -33.3 | . | .
Cc1ccc(C(=O)N/C(=C\c2ccc(Cl)cc2)C(=O)NCC2CCCO2)cc1 (stereo not given) | 26.7 | 0.06 | -0.49
NC(=O)C1CC(O)CN1c1nc(CN2CCOCC2)nc2scc(-c3ccccc3)c12 (stereo not given) | 0.0 | 1.13 | 0.62
Cc1ccccc1-c1nnc(SCC(=O)Nc2cccc(C)c2C)o1 | -9.7 | -0.37 | 0.03
Cc1ccc(Cn2ccc(NC(=O)c3cc(C(C)C)on3)n2)cc1 | . | -0.62 | -0.42
COc1cc(C(=S)N2CCCC2)ccc1OS(=O)(=O)c1ccc(NC(C)=O)cc1 | 5.6 | . | .
Cc1cc(C(=O)NCCN2CCOCC2)ccc1[N+](=O)[O-] | -83.3 | . | .
COc1ccc(NC(=O)c2cc(C(C)C)on2)c(OC)c1 | . | 0.92 | 1.57
Cc1cc2nc(N)sc2cc1[N+](=O)[O-] | 12.1 | 0.48 | -0.73
O=C(NC1CCCCC1)C(c1ccccc1)N1CCOCC1 (stereo not given) | -42.9 | 1.08 | 0.32
COc1ccc(-c2cn[nH]c2C)cc1OC | -29.4 | . | .
CN(C)CCNC=C(C(=O)Nc1ccc(Cl)cc1Cl)C(=O)Nc1ccc(Cl)cc1Cl | 30.0 | -2.2 | -1.78
CCCOc1ccc(S(=O)(=O)NCCN2CCOCC2)c2ccccc12 | 6.1 | -0.09 | -0.67
O=C(/C=C/c1cccc(F)c1)Nc1cc(S(=O)(=O)N2CCOCC2)ccc1N1CCCC1 | -11.1 | -0.07 | -0.08
Cc1ccc(C)c(/C(O)=C2\C(=O)C(=O)N(CCCn3ccnc3)C2c2ccncc2)c1 (stereo not given) | 3.0 | -0.74 | -1.15
OC(C#CCN1CCOCC1)(c1ccccc1)C1CCCCC1 (stereo not given) | -13.2 | 1.31 | 1.34
COc1cccc(-c2nc(C(N)=O)c3[nH]c(=O)n(-c4cccc(Cl)c4)c3n2)c1OC | 42.9 | -0.15 | -0.24
CC(=O)OC[C@H]1O[C@@H](O/N=C/[C@@H](C)[C@H](OCc2ccccc2)C(C)C)[C@H](OC(C)=O)[C@@H](OC(C)=O)[C@@H]1OC(C)=O | -19.1 | 0.43 | 0.52
CCC1Oc2ccc(C)cc2N(CC(=O)NCc2ccccc2OC)C1=O (stereo not given) | 6.2 | -1.23 | -0.79
Cc1cc(C)c(NC(=O)Cn2cc3c(n2)CCCC3)c(C)c1 | -30.0 | -1.03 | -1.33
(listing goes on)
SMILES | INS promoter inh | sdo1 growth | sdo1 growth Rescue 24 h
Cc1cc(OCC(=O)Nc2cccc(S(=O)(=O)NC3=NCCCCC3)c2)ccc1Cl | . | 0.33 | -0.76
COc1ccccc1NS(=O)(=O)c1cccc(C(=O)N/N=C/c2cn(-c3ccccc3)nc2-c2ccccc2)c1 | -35.7 | -0.47 | 0.02
O=C(Nc1cccc(C(F)(F)F)c1)/C(=C\c1ccco1)NC(=O)c1cccs1 | -7.1 | -0.75 | 0.2
O=C(NCCN1CCOCC1)C1CCN(S(=O)(=O)N2CCCCC2)CC1 | . | -1 | -1.31
CN(c1ccccc1)S(=O)(=O)c1ccc(NC(=S)Nc2ccccc2)cc1 | 25.8 | -0.32 | -0.09
COCCNC(=O)/C(C#N)=C/c1ccc(OCc2ccccc2)cc1 | -42.9 | . | .
CC1CCN(c2cc(=O)n(C3CCCCC3)c(=O)[nH]2)CC1 | . | -0.1 | -0.58
NC(=O)C1CCN(C(=O)COc2ccc3ccccc3c2)CC1 | 18.8 | 0.23 | 0.26
O=c1c2ccccc2nc2c3ccccc3ncn12 | 23.1 | . | .
CCc1[nH]nc2c1C1(C(=O)N(Cc3ccccc3)c3ccccc31)C(C#N)=C(N)O2 (stereo not given) | 31.0 | -0.01 | -0.34
COc1ccccc1-c1cc2ccccc2[nH]1 | -52.6 | -0.52 | -0.42
COc1ccc(OC)c2c(C)cc(C)nc12 | 50.0 | -0.83 | -0.49
COc1ccc(OC)c(CCNC(=O)CC2Oc3ccccc3NC2=O)c1 (stereo not given) | . | 0.42 | 0.41
O=C(COC(=O)C(c1ccccc1)c1ccccc1)NCc1ccco1 | -83.3 | . | .
Cc1nc(NC(=O)CN2CCOCC2)sc1-c1ccccc1 | . | 0.87 | 0.73
COc1ccc(NC(=S)NCCc2ccccc2OC)c(OC)c1 | 12.5 | -1.05 | -1.01
CC(C)c1ccc(C(N)=S)cc1 | -16.7 | . | .
COC(=O)c1ccc2c(c1)C(C)(C)C(/C=C/c1ccccc1O)=[N+]2C | -20.4 | -2.58 | -1.87
COc1ccc(CCN2C(=O)C3C4CC(C5C(C(=O)O)=NOC45)C3C2=O)cc1OC (stereo not given) | 17.2 | 0.22 | -0.86
Fc1ccc(-c2cc3nc(-c4ccccc4)cc(N4CCOCC4)n3n2)cc1 | 25.0 | -1 | -1.11
COc1ccc(Cl)c(Cn2c(NCCCO)nc3c2c(=O)n(C)c(=O)n3C)c1 | -17.6 | 1.16 | 0.81
C#CCOCCOCCOCCNc1nc(N2CCN(C(=O)Cn3cc(CC(C)O)nn3)CC2)nc(N2CCN(C(=O)[C@H](CCCCN)n3cc(CCC(=O)O)nn3)CC2)n1 (stereo not given in full) | 0.0 | 0.95 | 0.77
Cc1[nH]n(-c2ccc([N+](=O)[O-])cc2)c(=O)c1C=NCCN1CCN(C(=O)c2cccc(F)c2)CC1 | 6.5 | 0.23 | -0.12
CCc1ccc2nc(-c3cccc(C)c3)nc(SCC(=O)NCC3CCCO3)c2c1 (stereo not given) | -31.8 | -1.75 | -1
Cc1ccc(N(CC(=O)Nc2ccc(S(=O)(=O)N3CCOCC3)cc2)S(C)(=O)=O)cc1C | . | 0.67 | 0.53
CCOC(=O)c1[nH]c(C)c(C(=O)NC2CCCCCC2)c1C | 51.4 | -1.01 | -1.37
COc1ccc(N2CCN(C(=O)c3ccc(NS(=O)(=O)c4ccccc4)cc3)CC2)cc1 | 24.1 | -0.65 | -1.12

Four compounds picked at random from the list so far:
SMILES | INS promoter inh | sdo1 growth | sdo1 growth Rescue 24 h
Cc1nc(NC(=O)CN2CCOCC2)sc1-c1ccccc1 | . | 0.87 | 0.73
CC1(C)CC(=O)C=C(NCCN2CCNCC2)C1 | -58.3 | 0.15 | 0.04
COc1cc(C(=O)OCC(=O)NCc2ccc(F)cc2)cc(NC(=O)c2cccs2)c1OC | -56.7 | -1.07 | -0.91
O=C(N/N=C/c1cccs1)c1n[nH]c2c1CCC2 | . | 0.72 | 1.1

Three entries from above, with values under each structure.
Values in the order: INS promoter inh, sdo1 growth, sdo1 growth Rescue 24 h
O=c1c2ccccc2nc2c3ccccc3ncn12
    23.1, ., .
CCc1[nH]nc2c1C1(C(=O)N(Cc3ccccc3)c3ccccc31)C(C#N)=C(N)O2 (stereo not given)
    31.0, -0.01, -0.34
COc1ccccc1-c1cc2ccccc2[nH]1
    -52.6, -0.52, -0.42

From PubChem BioAssay
